ALDH1A1 inh: inhibitors of human aldehyde dehydrogenase 1A1; P00352; Purified ALDH1A1, NADH fluorescence, propionaldehyde substrate; Potency, µM (titrated, usually from 75.3 µM), for the others: at the highest dose activity, negative = inhibition, usual class: inhibitors; 7.3% of 220,000 active; AID 1030; active = well fitted inhibition curve with a large enough effect, not every such curve was filed as active; inconclusive = small, poorly fitted or top-dose-only effect, or another doubt; inactive = no such curve, though single readings can be large or run the other way;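 also: plate controls were no enzyme wells and a reference inhibitor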
GLA spleen mod: inhibits or activates alpha-galactosidase in human spleen homogenate; Potency, µM (doses to about 80 µM), for the others: top-dose activity change, negative = inhibition, usual class: inhibitors; human spleen homogenate, 4MU-alpha-Gal fluorescence, 40 min; 0.008% of 240,000 active; P06280; AID 2107;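 also: 0% = enzyme with vehicle and -100% = no enzyme basal signal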
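Human spleen homogenate (1 ug) as enzyme source, 4-methylumbelliferyl-alpha-D-galactopyranoside 1 mM final, citrate/phosphate pH 5.0 with 0.01% Tween-20. Compounds 40 min at 37C, NaOH/glycine stop; fluorescence Ex 365/Em 440, Hill-fit AC50.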
Tau FP inhib: tau fibrillization inhibition (FP); P10636; AID 1468; 0.39% of 280,000 active; K18 P301L tau heparin fibrillization, Alexa594 FP, 6 h; Potency, µM (titrated, usually from 57.7 µM), without a hit: top-dose activity, negative = inhibition, usual class: inhibitors; also: nearly all actives have a fitted effect of over 55% in size
Target sequence (P10636 561-689 P618L limits assumed): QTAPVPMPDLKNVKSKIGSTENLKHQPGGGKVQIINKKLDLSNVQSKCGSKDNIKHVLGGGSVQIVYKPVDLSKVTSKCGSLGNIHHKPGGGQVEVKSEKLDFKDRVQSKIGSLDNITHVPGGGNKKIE
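Human K18 P301L fragment (15 uM unlabeled plus 0.24 uM Alexa 594-labeled) in 100 mM sodium acetate pH 7 with compound, aggregation induced by 20 uM heparin for 6 hr at 37 C. ThT (30 uM) added for 1 hr, then Alexa 594 FP read.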
L3MBTL1 inh: blocks human L3MBTL1; Q9Y468; AlphaScreen L3MBTL1–H3K9me1 peptide binding; Potency, µM (highest dose often 57.1 µM), for inactives: at the top dose activity, negative = inhibition, usual class: inhibitors; 0.66% of 230,000 active; also: nearly all actives have a fitted effect of over 60% in size
Target sequence (Q9Y468 whole entry, looked up): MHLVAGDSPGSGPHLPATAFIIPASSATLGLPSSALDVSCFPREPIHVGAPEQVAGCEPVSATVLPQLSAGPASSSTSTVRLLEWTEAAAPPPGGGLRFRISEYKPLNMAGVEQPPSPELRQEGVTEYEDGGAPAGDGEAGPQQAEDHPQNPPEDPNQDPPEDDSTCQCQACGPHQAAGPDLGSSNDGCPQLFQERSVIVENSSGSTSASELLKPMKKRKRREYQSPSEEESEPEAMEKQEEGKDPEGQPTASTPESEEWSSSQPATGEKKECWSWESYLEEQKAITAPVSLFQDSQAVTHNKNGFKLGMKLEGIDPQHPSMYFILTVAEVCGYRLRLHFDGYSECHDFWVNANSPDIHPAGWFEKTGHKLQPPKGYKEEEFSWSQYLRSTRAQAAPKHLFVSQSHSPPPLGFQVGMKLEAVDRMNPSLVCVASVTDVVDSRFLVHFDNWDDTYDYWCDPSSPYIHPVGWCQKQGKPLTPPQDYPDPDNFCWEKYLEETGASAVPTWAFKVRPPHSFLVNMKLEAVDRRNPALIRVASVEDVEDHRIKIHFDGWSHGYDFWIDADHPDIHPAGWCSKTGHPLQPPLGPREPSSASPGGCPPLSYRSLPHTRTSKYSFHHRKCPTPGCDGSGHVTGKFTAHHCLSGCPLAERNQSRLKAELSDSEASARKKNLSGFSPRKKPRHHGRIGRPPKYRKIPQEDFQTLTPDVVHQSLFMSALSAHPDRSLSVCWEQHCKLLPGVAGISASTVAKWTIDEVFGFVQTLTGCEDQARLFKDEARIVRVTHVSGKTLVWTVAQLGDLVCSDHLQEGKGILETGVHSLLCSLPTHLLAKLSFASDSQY
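First, the protein-peptide complex forms for 30 min at room temperature (L3MBTL1 50 nM, biotinylated H3K9me1 peptide 75 nM). Next, compounds are pin-transferred and incubated 30 min. Finally, AlphaScreen beads are added and read after 30 min.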
Tau fibril ThT: blocks human tau fibril formation measured by thioflavin T. P10636. recombinant tau K18 P301L, heparin-induced fibrillization, ThT fluorescence. Potency, µM (series often up to 57.4 µM), without a hit: at the top dose activity, negative = inhibition, hits mostly inhibitors. 2.1% of 270,000 active; also: nearly all actives have a fitted effect of over 55% in size
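Heparin-induced fibrillization of the P301L-mutant K18 repeat-domain fragment of human tau was followed by ThT binding in quantitative high-throughput format.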
TRb-SRC2 inh: inhibitors of human thyroid hormone receptor beta-SRC2 interaction; Potency, µM (series often up to 106 µM), for inactives: at the highest dose activity change, negative = inhibition, usual class: inhibitors; TRbeta-SRC2 peptide binding, fluorescence polarization; receptor liganded with 1 µM T3; 0.065% of 280,000 active; AID 1469; P10828;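 also: plate controls were bound peptide for no effect and peptide without receptor for full effect; nearly all actives have a fitted effect of over 50% in size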
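Compounds were added to 0.6 uM TRb ligand-binding domain and 20 nM Texas Red-labeled SRC2 peptide in Tris buffer containing 1 uM T3, incubated 5 hr at ambient temperature, then read by fluorescence polarization.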
Tau fluor counter: counter-screen for tau fibril formation inhibitors; tau K18 P301L (four-repeat tau fragment) Alexa594 fluorescence, heparin fibrillization; Potency, µM (top dose mostly 57.7 µM), inactives show at the top dose activity change, negative = decrease; 0.93% of 280,000 active; AID 1463; also: nearly all actives have a fitted effect of over 55% in size
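Human K18 P301L tau (15 uM unlabeled plus 0.24 uM Alexa 594-labeled, final) in 100 mM sodium acetate pH 7 was mixed with compound and 20 uM heparin and incubated 6 hr at 37 C.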
TexasRed fluor: counter-screen for TRb-SRC2 inhibitors: fluorescence interference | TRb/SRC2 Texas Red total fluorescence interference | Potency, µM (top dose mostly 106 µM), for the others: at the highest dose fluorescence change, negative = quenching | 0.29% of 280,000 active | AID 1479; active = well fitted curve in either direction with a large enough effect; inconclusive = small, poorly fitted or top-dose-only effect
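Flags fluorescent or light-absorbing compounds by total fluorescence, S + 2P, at 555 nm excitation and 632 nm emission. Mixture: 20 nM Texas Red SRC2 peptide, 0.6 uM human TRb LBD, 1 uM T3, 5% DMSO; compound exposure 5 h at ambient temperature.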
Active calls of the source: *; [ ] = dose if it differs, or a comment. Unless noted, calls follow the shape of the dose curve; as a rule, active = well fitted curve in the direction sought with a large enough effect; inconclusive = small, poorly fitted or top-dose-only effect, or another doubt; inactive = no such curve, though single readings can be large; an effect the other way counts as inactive or inconclusive. Unless noted, % is scaled to controls: 0 for no effect and ±100 for the full control effect; potency is read from the fitted curve at half-maximal effect.

How did CC1C(=O)N(C)C(=O)c2nc[nH]c21 (stereo unspecified) do in these assays?
ALDH1A1 inh: -3%; GLA spleen mod: 3%; Tau FP inhib: 10%; Tau fibril ThT: 7%; TRb-SRC2 inh: 5%; Tau fluor counter: 6%; TexasRed fluor: -3%

Results for COc1ccc(NC(=O)CSc2nc3ccccc3c(=O)n2CCNC(C)=O)cc1 ?
ALDH1A1 inh: inconclusive; GLA spleen mod: -6%; Tau FP inhib: 4%; L3MBTL1 inh: 4%; Tau fibril ThT: -5%; TRb-SRC2 inh: 3%; Tau fluor counter: -10%; TexasRed fluor: 5%

What do the screens show for `COC(=O)c1[nH]c2ccccc2c1NC(=O)CNC1CCCCC1`?
ALDH1A1 inh: -1%; GLA spleen mod: -4%; Tau FP inhib: 8%; L3MBTL1 inh: -13%; Tau fibril ThT: -3%; TRb-SRC2 inh: -21%; Tau fluor counter: -10%; TexasRed fluor: 2%

What do the screens show for `COc1cc(C)ccc1S(=O)(=O)N1CCN(C23CC4CC(CC(C4)C2)C3)CC1`?
ALDH1A1 inh: inconclusive; GLA spleen mod: 8%; Tau FP inhib: 3%; Tau fibril ThT: -16%; TRb-SRC2 inh: -9%; Tau fluor counter: -18%; TexasRed fluor: -4%

Results for O=C1CCCC=C1[C@@H](O)COCc1ccccc1 ?
ALDH1A1 inh: -7%[13.5 µM]; GLA spleen mod: -15%[17.5 µM]; Tau FP inhib: -5%[11.6 µM]; Tau fibril ThT: -8%[11.5 µM]; TRb-SRC2 inh: 2%[11.2 µM]; Tau fluor counter: -6%[11.6 µM]; TexasRed fluor: 4%[11.2 µM]

Results for CCOc1cc(NC(=O)c2cnccn2)c(OCC)cc1NC(=O)c1cccc(F)c1 ?
ALDH1A1 inh: 2%; GLA spleen mod: 0%; Tau FP inhib: -2%; L3MBTL1 inh: 1%; Tau fibril ThT: -11%; TRb-SRC2 inh: 4%; Tau fluor counter: -6%; TexasRed fluor: -1%

How did Cc1ccc(C(=O)O/N=C/c2ccc3c(c2)OCO3)cc1 do in these assays?
ALDH1A1 inh: 5%; GLA spleen mod: 6%; Tau FP inhib: 6%; L3MBTL1 inh: 3%; Tau fibril ThT: inconclusive; TRb-SRC2 inh: 0%; Tau fluor counter: 7%; TexasRed fluor: 0%

What do the screens show for `O=S(=O)(NCc1ccc(Cl)cc1)c1cccc2cccnc12`?
GLA spleen mod: -1%; Tau FP inhib: 2%; TRb-SRC2 inh: -6%; Tau fluor counter: 3%; TexasRed fluor: -2%

What do the screens show for `CN1CCN(CC(=O)N2c3ccccc3C(C)(c3ccc(Cl)cc3)CC2(C)C)CC1` (stereo unspecified)?
ALDH1A1 inh: 6%; GLA spleen mod: 6%; Tau FP inhib: inconclusive; Tau fibril ThT: -11%; TRb-SRC2 inh: 1%; Tau fluor counter: -9%; TexasRed fluor: -2%

How did COc1ccc(C(=S)N2CCCCCC2)cc1 do in these assays?
ALDH1A1 inh: inconclusive; GLA spleen mod: 6%; Tau FP inhib: inconclusive; L3MBTL1 inh: inconclusive; Tau fibril ThT: inconclusive; TRb-SRC2 inh: -16%; Tau fluor counter: -16%; TexasRed fluor: -5%

What do the screens show for `Cc1nc(S(=O)(=O)c2ccc(Br)cc2)nc2c1CCC2`?
ALDH1A1 inh: -3%; GLA spleen mod: 10%; Tau FP inhib: -4%; L3MBTL1 inh: 6%; Tau fibril ThT: -1%; TRb-SRC2 inh: 1%; Tau fluor counter: 1%; TexasRed fluor: 3%

What do the screens show for `COc1cc(Nc2ncc3c(n2)CCN(Cc2cccc(C)c2)C3)cc(OC)c1`?
Tau FP inhib: -14%; Tau fibril ThT: -1%; TRb-SRC2 inh: -3%; Tau fluor counter: inconclusive; TexasRed fluor: -1%

How did CCC(=O)N1c2ccccc2CC1C(=O)NCc1cc(OC)ccc1OC (stereo unspecified) do in these assays?
Tau FP inhib: -14%; Tau fibril ThT: -10%; TRb-SRC2 inh: 2%; Tau fluor counter: -7%; TexasRed fluor: -1%

How did CCOC(=O)c1c(C)c(C(=O)Nc2ccc3c(c2)OCCO3)c(C)n1C do in these assays?
ALDH1A1 inh: -5%; GLA spleen mod: 7%; Tau FP inhib: -8%; L3MBTL1 inh: -8%; Tau fibril ThT: inconclusive; TRb-SRC2 inh: -12%; Tau fluor counter: -1%; TexasRed fluor: 1%

Results for Cc1onc(-c2ccccc2Cl)c1C(=O)Nc1nc2ccc(S(C)(=O)=O)cc2s1 ?
ALDH1A1 inh: -2%; GLA spleen mod: -17%; Tau FP inhib: -9%; L3MBTL1 inh: 11%; Tau fibril ThT: 2%; TRb-SRC2 inh: 1%; Tau fluor counter: 0%; TexasRed fluor: -6%

What do the screens show for `CC12CC(NC(=O)N1c1cccc(C(=O)NCc3ccc4c(c3)OCO4)c1)c1cc(Cl)ccc1O2` (stereo unspecified)?
ALDH1A1 inh: 5%; GLA spleen mod: -19%; Tau FP inhib: 3%; Tau fibril ThT: -20%; TRb-SRC2 inh: 1%; Tau fluor counter: -16%; TexasRed fluor: 1%

How did CN(CC(=O)Nc1ccncc1)S(=O)(=O)c1ccccc1 do in these assays?
ALDH1A1 inh: 12%; GLA spleen mod: -25%; Tau FP inhib: 2%; Tau fibril ThT: 6%; TRb-SRC2 inh: 0%; Tau fluor counter: 6%; TexasRed fluor: 0%

How did CCCCNC(=O)CN1C(=O)c2cccc(N)c2C1=O do in these assays?
ALDH1A1 inh: -9%; GLA spleen mod: 6%; Tau FP inhib: -4%; L3MBTL1 inh: -6%; Tau fibril ThT: inconclusive; TRb-SRC2 inh: 3%; Tau fluor counter: 0%; TexasRed fluor: 1%

How did O=C(CN1C(=O)CCSc2ccc(S(=O)(=O)N3CCCC3)cc21)Nc1cccc(Cl)c1 do in these assays?
Tau FP inhib: -10%; Tau fibril ThT: 6%; TRb-SRC2 inh: -1%; Tau fluor counter: inconclusive; TexasRed fluor: -1%

Results for CCOC(=O)c1cnn(-c2ccccc2)c1NC(=O)CN1CCOCC1 ?
GLA spleen mod: -1%; Tau FP inhib: 10%; L3MBTL1 inh: -11%; Tau fibril ThT: -16%; TRb-SRC2 inh: 2%; Tau fluor counter: -20%; TexasRed fluor: -3%

What do the screens show for `O=C(CSc1ncn[nH]1)Nc1ccccc1Sc1ccccc1`?
ALDH1A1 inh: -1%; GLA spleen mod: 6%; Tau FP inhib: 1%; Tau fibril ThT: -3%; TRb-SRC2 inh: -2%; Tau fluor counter: -12%; TexasRed fluor: -1%

How did Cc1ccc(S(=O)(=O)N(C)C)cc1NC(=O)COC(=O)/C=C/c1ccc2c(c1)OCO2 do in these assays?
ALDH1A1 inh: inconclusive; GLA spleen mod: 0%; Tau FP inhib: 7%; Tau fibril ThT: -11%; TRb-SRC2 inh: 3%; Tau fluor counter: -22%; TexasRed fluor: 3%

What do the screens show for `Cc1ccc(NC(=O)CCC(=O)N/N=C/c2ccc([N+](=O)[O-])o2)cc1C`?
GLA spleen mod: 12%; Tau FP inhib: -4%; TRb-SRC2 inh: 2%; Tau fluor counter: -12%; TexasRed fluor: -2%

How did CCCNC(=O)C(C)n1c2ccccc2c2nc(=O)cc(C)n21 (stereo unspecified) do in these assays?
ALDH1A1 inh: -7%; GLA spleen mod: -5%; Tau FP inhib: 6%; Tau fibril ThT: -15%; TRb-SRC2 inh: -3%; Tau fluor counter: -13%; TexasRed fluor: 0%

Among those listed so far, 2 have an aryl thioether with sulfur outside any ring.
Results for COc1ccc(NC(=O)CSc2nc3ccccc3c(=O)n2CCNC(C)=O)cc1 ?
ALDH1A1 inh: inconclusive; GLA spleen mod: -6%; Tau FP inhib: 4%; L3MBTL1 inh: 4%; Tau fibril ThT: -5%; TRb-SRC2 inh: 3%; Tau fluor counter: -10%; TexasRed fluor: 5%

What do the screens show for `O=C(CSc1ncn[nH]1)Nc1ccccc1Sc1ccccc1`?
ALDH1A1 inh: -1%; GLA spleen mod: 6%; Tau FP inhib: 1%; Tau fibril ThT: -3%; TRb-SRC2 inh: -2%; Tau fluor counter: -12%; TexasRed fluor: -1%

(list continues)
How did Cc1cc(C)cc(N(C(=O)CCC(=O)Nc2cc(C)on2)C(C(=O)NC2CCCC2)c2ccco2)c1 (stereo unspecified) do in these assays?
ALDH1A1 inh: -5%; GLA spleen mod: -6%; Tau FP inhib: -1%; L3MBTL1 inh: -4%; Tau fibril ThT: -5%; TRb-SRC2 inh: -7%; Tau fluor counter: 2%; TexasRed fluor: -4%

Results for O=C(/C=C\c1ccc2c(c1)OCO2)NC1CC(=O)N(c2ccc(F)cc2)C1 (stereo unspecified) ?
Tau FP inhib: -4%; Tau fibril ThT: -2%; TRb-SRC2 inh: 2%; Tau fluor counter: -3%; TexasRed fluor: 0%

What do the screens show for `Cc1cccc(COC[C@H](Cc2ccccc2)N2CCN(C(=O)c3cccc(Cl)c3)CCC2=O)c1`?
ALDH1A1 inh: -11%; GLA spleen mod: -9%; Tau FP inhib: inconclusive; Tau fibril ThT: -12%; TRb-SRC2 inh: -4%; Tau fluor counter: -1%; TexasRed fluor: 0%

What do the screens show for `COc1cc(OC)c(-c2nnc(-c3ccc(OC)c(OC)c3OC)o2)cc1OC`?
ALDH1A1 inh: inconclusive; GLA spleen mod: -1%; Tau FP inhib: 11%; L3MBTL1 inh: -11%; Tau fibril ThT: inconclusive; TRb-SRC2 inh: -17%; Tau fluor counter: -4%; TexasRed fluor: -4%

Results for CCc1ccc(-n2c(=O)c3c4c(sc3n(CC(=O)N3CCCCC3CC)c2=O)CCC4)cc1 (stereo unspecified) ?
Tau FP inhib: -2%; Tau fibril ThT: -2%; TRb-SRC2 inh: -1%; Tau fluor counter: 0%; TexasRed fluor: 0%

How did COc1ccc(-c2nnc(SCC(=O)Nc3ccc(C(C)C)cc3)nc2-c2ccc(OC)c(OC)c2)cc1OC do in these assays?
Tau FP inhib: -5%; Tau fibril ThT: -10%; TRb-SRC2 inh: 0%; Tau fluor counter: -21%; TexasRed fluor: 1%

How did CCCCNC(=O)N1CCc2ccccc2C1 do in these assays?
ALDH1A1 inh: 2%; GLA spleen mod: -4%; Tau FP inhib: 1%; L3MBTL1 inh: -2%; Tau fibril ThT: 13%; TRb-SRC2 inh: 2%; Tau fluor counter: 9%; TexasRed fluor: 0%

Screening data: PubChem, National Center for Advancing Translational Sciences (NCATS)
